Screening data (PubChem)
Exocytosis inh: LAMP-1 surface exposure blockers, TALL-104 cells – cell-based, flow cytometry, MLPCN library, primary screen | inhibition, % at 10 µM | hit rate 0.66% among 360,000 | TALL-104 LAMP-1 surface exposure; cells stimulated with thapsigargin and PMA | AID 651702, 2012;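 active means inhibition above about 55%, limit read from the data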
TLR9-MyD88 inh: inhibitors of TLR9-MyD88 association in cells, primary screen, cell-based, CHO, BLA complementation, fluorescence | Toll-like receptor 9 (Homo sapiens) + Myeloid differentiation primary response protein … | CCF4 FRET ratio | inhibition, % at 4.98 µM | hit rate 0.21% among 340,000 | AID 504734, 2011;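 active means inhibition above the mean over all tested compounds plus 3 SD, cut at about 21% in these data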;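 further: 0% = DMSO only wells and 100% = clavulanate BLA inhibitor control wells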
ABHD5-PLIN5 inh: ABHD5-PLIN5 interaction inhibitors, primary screen, cell lysate, split luciferase complementation, luminescence | Perilipin-5 (Homo sapiens) + 1-acylglycerol-3-phosphate O-acyltransferase ABHD5 (Homo … | Split G. princeps luciferase complementation, 4 h | inhibition, % at 4 µM | hit rate 0.78% among 360,000;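 active means inhibition above the mean inhibition across every tested compound plus 3 SD, cut at about 22% in these data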;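 further: 0% = DMSO only wells and the 100% control is not disclosed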
NOD2 RIPK2 PPI: NOD2-RIPK2 binding disruptors in cells, primary screen, fluorescence, CHO cells, BLA complementation; inhibition, % at 4.98 µM; hit rate 0.38% among 360,000; CCF4 ratio; AID 624267, 2012; Receptor-interacting serine/threonine-protein kinase 2 (Homo sapiens), O43353; in the data active means inhibition above about 21%;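 further: 0% = vehicle only and 100% = reference blocker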
Target sequence (O43353 whole entry, looked up): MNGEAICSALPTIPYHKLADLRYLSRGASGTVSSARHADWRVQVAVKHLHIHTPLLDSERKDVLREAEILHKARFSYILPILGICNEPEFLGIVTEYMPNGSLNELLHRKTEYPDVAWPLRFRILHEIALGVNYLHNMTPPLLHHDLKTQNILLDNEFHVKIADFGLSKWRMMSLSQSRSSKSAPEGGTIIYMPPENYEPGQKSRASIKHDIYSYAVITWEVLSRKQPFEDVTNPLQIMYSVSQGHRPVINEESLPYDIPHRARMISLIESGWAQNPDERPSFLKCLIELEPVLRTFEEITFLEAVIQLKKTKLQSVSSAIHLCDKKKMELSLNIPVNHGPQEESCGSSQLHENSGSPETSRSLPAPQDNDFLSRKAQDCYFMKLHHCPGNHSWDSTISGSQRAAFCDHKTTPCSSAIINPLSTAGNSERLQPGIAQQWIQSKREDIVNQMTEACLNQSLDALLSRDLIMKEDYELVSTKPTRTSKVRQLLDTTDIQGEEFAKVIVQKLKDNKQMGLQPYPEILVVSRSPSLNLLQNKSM
MC4R antag cAMP: MC4R antagonists of cAMP signaling, primary screen, cell-based, TR-FRET, antagonist arm of biased-ligand search | Melanocortin receptor 4 (Homo sapiens), P32245 | MC4R-expressing cells, MTII-stimulated cAMP, LANCE TR-FRET | inhibition, % at 6.5 µM | hit rate 0.48% among 360,000 | AID 540295, 2011;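 active means inhibition above its plate's cutoff, the mean of tested wells on that plate plus 3 SD, cut at about 29% in these data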;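 further: 0% = Melanotan II alone and 100% = Melanotan II plus saturating MCL0020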
Target sequence (P32245 whole entry, looked up): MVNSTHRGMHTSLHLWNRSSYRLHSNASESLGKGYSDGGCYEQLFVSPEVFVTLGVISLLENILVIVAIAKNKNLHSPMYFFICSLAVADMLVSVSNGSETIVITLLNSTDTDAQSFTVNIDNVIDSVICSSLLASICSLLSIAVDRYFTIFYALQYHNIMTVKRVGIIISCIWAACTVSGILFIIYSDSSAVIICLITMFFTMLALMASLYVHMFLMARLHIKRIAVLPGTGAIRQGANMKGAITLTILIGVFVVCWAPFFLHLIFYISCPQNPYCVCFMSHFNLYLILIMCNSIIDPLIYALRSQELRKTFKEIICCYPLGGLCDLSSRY
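Material – human MC4R-expressing U2OS cells · Repeats – no replicates · Detection – TR-FRET with Eu-cAMP and labeled anti-cAMP, 671 nm · Times – compound 30 min, challenge 1 h, detection 1 h · Compound – single nominal compound dose of 6.5 µM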
MC4R ag barr: MC4R agonists recruiting beta-arrestin, primary screen, cell-based, luminescence, agonist arm of biased-ligand search; U2OS MC4R beta-arrestin complementation; percent of melanotan II response, DMSO zero; activation, % at 8.9 µM; hit rate 0.98% among 360,000; AID 540308, 2011;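 active means activation above a per-plate cutoff, the mean activation of sample wells on that plate plus 3 SD, cut at about 8% in these data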
ABCB6 inh 2: ABCB6 transporter inhibitors, primary screen, K562-ABCB6 cells, flow cytometry, MLPCN library | fluorescence ratio to DMSO, % at 10 µM | hit rate 0.19% among 360,000 | K562-ABCB6 porphyrin accumulation, 1 h; active compounds read low | ATP-binding cassette sub-family B member 6 (Homo sapiens), Q9NP58;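 active means fluorescence ratio to DMSO below 75%, the collection mean minus 3 SD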;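 further: signal is porphyrin accumulated inside mitochondria; 100% equals median channel fluorescence of DMSO control wells; lower ratio means ABCB6 inhibition with less porphyrin fluorescence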
Glyco luc inh: increase of ERlucT glycosylation luciferase signal, primary screen, N-linked glycosylation inhibitor project, D54 ERlucT cells, luminescence, set 2 | reporter increase, % at 12.5 µM | AID 588692, 2011 | hit rate 0.23% among 360,000 | D54 ERlucT glycosylation luciferase reporter, 24 h; percent of 100 nM tunicamycin response;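 active means mean luciferase reporter signal, scaled so untreated is 0 and the glycosylation-blocking control 100, at or above a set limit in every replicate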;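 further: luciferase carries N-glycosylation sites so blocking glycosylation raises the light; 0% = median of neutral control wells and 100% = median of 100 nM tunicamycin wells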
aDG glyco act: activators of alpha-DG glycosylation, primary screen, uHTS, Pro5-aDG cells, AlphaScreen. alpha-DG glycosylation AlphaScreen (IIH6); 0% Pro5, 100% B10-LARGE cell signal. activation, % at 10 µM. hit rate 0.22% among 360,000. AID 624168, 2012;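 active means activation of at least 8% versus controls, or a plate z-score of at least 8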;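 further: Pro5 are CHO cells carrying HIG-tagged alpha-DG that lacks glycosylation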
Vif imaging: HIV Vif self-association inhibitors, primary screen, imaging, HEK293T, single point. HEK293T cells, Vif self-association by quenched fluorescence, 24 h. inhibition, % at 7.49 µM. hit rate 0.35% among 340,000. AID 602346, 2012; in the data active means inhibition above about 50%, passing the limit was not always enough; further: some results filed as inactive read as strong as hits
Starred values were filed as active, the others as inactive; nt = no result given. These rows are one share of the data; rates above refer to the full screens.

SMILES	Exocytosis inh	TLR9-MyD88 inh	ABHD5-PLIN5 inh	NOD2 RIPK2 PPI	MC4R antag cAMP	MC4R ag barr	ABCB6 inh 2	Glyco luc inh	aDG glyco act	Vif imaging
CCOC(=O)c1nnn(-c2nonc2N)c1-c1ccc(OC)cc1	2	5	-1	-7	-1	-1.3	100	1	-0.1	-3
COc1cc(Cl)ccc1OCc1cc(C(=O)N(C)CCc2c(C)n[nH]c2C)no1	4	7	-2	-9	-1	-2.0	96	2	0.5	-3
CC1(C)C2CCC1(CS(=O)(=O)N1CCC(C(=O)O)CC1)C(=O)C2 (stereo not given)	4	1	-3	-2	11	0.8	96	1	0.1	-3
Cc1ccc(S(=O)(=O)N2C[C@H]3C(=O)C[C@@H]4C(=O)N(c5ccccc5)C(=O)[C@@H]4[C@@H]3C[C@@H]2c2ccccc2)cc1	-7	nt	2	-13	nt	nt	99	0	0.1	-3
N#Cc1ccc(N2C(=O)[C@@H]3C(C(=O)c4ccc5ccccc5n4)=NN[C@@H]3C2=O)cc1	2	0	-3	-4	3	-2.8	105	4	0.3	0
Cc1ccc(OCC(=O)NCCO)c(Br)c1	0	-4	-5	-3	6	-2.8	100	2	0.0	-6
COc1ccc(C(C#N)N2CCOCC2)cc1 (stereo not given)	-1	6	-6	5	-6	-2.0	99	5	-0.1	-1
CCCc1cc(=O)oc2cc(OCc3ccc(C(=O)O)o3)ccc12	-1	-4	-2	-12	-2	-1.6	95	0	0.0	-5
O=C1NC(=O)C2(Br)Nc3ccc(Br)cc3C(=O)C2N1 (stereo not given)	-2	0	5	-13	-6	0.9	95	-2	-0.3	1
O=C(c1ccc2c(c1)CCN2S(=O)(=O)c1ccccc1)N1CCN(c2ccccc2F)CC1	1	-4	-5	4	10	-2.9	93	1	-0.2	-1
CCC1CN(C(=O)NCc2ccccc2)c2ccccc2O1 (stereo not given)	0	5	2	2	-4	-1.6	99	-2	0.0	2
O=c1c2ccccc2oc2cc(NCCCn3ccnc3)ccc12	7	3	4	-3	8	-0.1	91	-9	0.0	9
O=C(c1ccccc1)C1CCN(C(=O)C2CCC(=O)N(Cc3ccccc3F)C2)CC1 (stereo not given)	-4	0	1	-4	10	-2.8	94	-1	0.6	-12
COc1ccc(C2(O)CN(c3ccc(C)cc3)C3=[N+]2CCCC3)cc1 (stereo not given)	0	-2	0	-21	-6	0.2	96	3	0.8	4
CCOc1ccc(OCC)c(NC(=O)C2CCCN(C(=O)c3ccc(Cl)cc3)C2)c1 (stereo not given)	1	-9	-2	-5	-5	-0.8	93	4	0.4	7
Cc1ccc(CSc2ncnc3ccccc23)cc1	2	4	-3	-1	1	2.5	100	-2	0.9	-5
CCCC(=O)Nc1nnc(/C=C/c2ccccc2)s1	-5	7	-3	-10	-1	0.2	99	-1	-0.1	7
COCC(=O)Nc1cc(C(=O)NCC(C)C)ccc1Cl	-2	-1	7	5	7	1.5	103	0	0.1	-1
Cc1cc(C(=O)OCC(=O)N2CC(=O)Nc3ccccc32)no1	1	-4	-2	7	-2	-0.9	99	1	0.0	-7
O=C(Nc1cccc(S(=O)(=O)Nc2ccccc2Cl)c1)c1ccc(N2CCCC2)c([N+](=O)[O-])c1	-4	-9	2	-14	15	-2.5	98	0	0.1	2
Cc1cccc(N2C(=O)CC(SC(N)=Nc3ccccc3)C2=O)c1 (stereo not given)	-2	10	0	0	0	-0.7	101	0	0.4	5
COc1ccc(/C=C/c2nc(-c3ccccc3O)n(-c3ccccc3)n2)cc1	2	-1	-11	-14	6	5.8	99	2	-0.3	-9
CC(C)(C)c1cccc(C2(O)C(=O)c3ccccc3C2=O)c1O	-5	-4	-3	2	21	1.5	95	-4	0.2	-8
CC(Oc1ccccc1)C(=O)Nc1nnc(S(=O)(=O)N(C)c2ccccc2)s1 (stereo not given)	-2	2	3	-8	0	-1.8	101	7	0.1	9
O=C(O)CSc1nnc(-c2ccco2)o1	0	6	4	6	7	-1.8	92	1	-0.1	3
CCCOC(=O)Nc1nc(-c2ccc(C)cc2)c(C)s1	-2	11	-8	-3	4	0.0	101	1	0.2	10
COc1ccc(OC)c(S(=O)(=O)N2CCN(c3ncccn3)CC2)c1	-3	7	-1	-6	5	-1.4	97	2	-0.1	-3
COc1ccc2c(c1)C(C)(CCN)C(=O)N2C (stereo not given)	-1	-5	-4	-5	-1	-0.6	105	2	0.0	16
O=C(CCCc1c[nH]c2ccccc12)NCCc1c[nH]c2ccccc12	80*	-5	-2	10	-2	-1.0	93	-4	0.2	4
CC1CN(S(=O)(=O)N2CCOCC2)CCN1S(=O)(=O)N1CCOCC1 (stereo not given)	-1	6	0	2	7	-2.1	98	1	-0.2	2

Reprinted from above, 9 compounds:
SMILES	Exocytosis inh	TLR9-MyD88 inh	ABHD5-PLIN5 inh	NOD2 RIPK2 PPI	MC4R antag cAMP	MC4R ag barr	ABCB6 inh 2	Glyco luc inh	aDG glyco act	Vif imaging
COc1ccc(/C=C/c2nc(-c3ccccc3O)n(-c3ccccc3)n2)cc1	2	-1	-11	-14	6	5.8	99	2	-0.3	-9
CC(C)(C)c1cccc(C2(O)C(=O)c3ccccc3C2=O)c1O	-5	-4	-3	2	21	1.5	95	-4	0.2	-8
CC(Oc1ccccc1)C(=O)Nc1nnc(S(=O)(=O)N(C)c2ccccc2)s1 (stereo not given)	-2	2	3	-8	0	-1.8	101	7	0.1	9
O=C(O)CSc1nnc(-c2ccco2)o1	0	6	4	6	7	-1.8	92	1	-0.1	3
CCCOC(=O)Nc1nc(-c2ccc(C)cc2)c(C)s1	-2	11	-8	-3	4	0.0	101	1	0.2	10
COc1ccc(OC)c(S(=O)(=O)N2CCN(c3ncccn3)CC2)c1	-3	7	-1	-6	5	-1.4	97	2	-0.1	-3
COc1ccc2c(c1)C(C)(CCN)C(=O)N2C (stereo not given)	-1	-5	-4	-5	-1	-0.6	105	2	0.0	16
O=C(CCCc1c[nH]c2ccccc12)NCCc1c[nH]c2ccccc12	80*	-5	-2	10	-2	-1.0	93	-4	0.2	4
CC1CN(S(=O)(=O)N2CCOCC2)CCN1S(=O)(=O)N1CCOCC1 (stereo not given)	-1	6	0	2	7	-2.1	98	1	-0.2	2

(more compounds)
SMILES	Exocytosis inh	TLR9-MyD88 inh	ABHD5-PLIN5 inh	NOD2 RIPK2 PPI	MC4R antag cAMP	MC4R ag barr	ABCB6 inh 2	Glyco luc inh	aDG glyco act	Vif imaging
COc1ccccc1NC(=O)CSc1nc(=O)n(CCN2CCOCC2)c2c1CCC2	-3	2	-3	10	1	-2.4	103	0	-0.2	4
CCOC(=O)CNC(=S)N(CCCN1CCCC1)Cc1cccs1	-5	-5	-2	-5	22	-1.8	100	-1	0.7	0
COc1ccc(S(=O)(=O)N2CCCC(C(=O)NCc3cccnc3)C2)cc1OC (stereo not given)	3	-3	3	12	5	-2.0	95	1	0.2	13
Nc1nc(COC(=O)C2CC(=O)N(CCc3ccccc3)C2)nc(Nc2ccccc2)n1 (stereo not given)	-3	5	3	0	9	-2.5	97	1	0.0	-2
CC1=C(C(=O)N(C)C)CC(CC(=O)NCCCN(C)C)C(=O)N1CCCN1CCCC1=O (stereo not given)	4	nt	11	8	nt	nt	101	3	-0.2	14
COC(=O)C(Cc1cnc[nH]1)NC(=O)C1CCC(=O)N1 (stereo not given)	12	-1	-2	-1	0	-0.2	83	1	0.0	1
O=C1C2C3C=CC(C3)C2C(=O)N1c1cccc2ccccc12 (stereo not given)	-14	-2	3	-9	4	-1.2	99	1	0.2	-7
CCCCC1CCC(C(=O)N(CCOC)c2c(N)n(CC(C)C)c(=O)[nH]c2=O)CC1 (stereo not given)	8	-5	10	-5	2	-1.0	87	0	0.2	4
CCC(=O)Nc1ccc2nc(C3CC3)n(Cc3ccccc3)c(=O)c2c1	-3	-5	-3	10	-1	-1.3	106	-1	-0.2	4
COCCNC(=O)c1ccc(CS(=O)(=O)c2ccc(C)cc2)o1	-1	-5	-1	1	19	1.9	99	1	-0.3	-5
Cc1ccc(CSc2nnc(SCC(=O)N/N=C/c3ccccc3OCC(=O)O)s2)cc1	-4	-10	4	-1	15	3.5	102	0	-0.1	7
Cc1cccc(C(=O)NNC(=O)c2ccc(NC(=O)C(C)(C)C)cc2)c1	-9	-9	-4	-14	13	0.9	102	-1	-0.2	0
CCOc1ccc(C(=O)Nc2cccc(-c3ccc4nncn4n3)c2)cc1	0	-3	1	3	9	0.3	90	1	0.5	-2
Cn1nc(C(=O)Nc2ccc3c(c2)OCCO3)cc1C(=O)O	-1	-3	-5	-1	2	0.3	101	-7	0.9	6
COc1cccc(C(=O)Nc2nnc(-c3cccs3)s2)c1	-2	3	-5	7	-3	15*	96	-1	-0.2	8
CCOc1ccccc1Cn1c(=O)sc2ccccc21	-3	6	4	-10	5	6.5	89	-3	-0.1	0
O=C(Nc1nnc(C2=COCCO2)o1)c1ccc(S(=O)(=O)N2CCOCC2)cc1	4	0	1	8	-3	-1.2	90	-1	0.0	-1
COC(C[C@@H](O)CC(=O)COCc1ccccc1)OC	0	-5	0	2	-1	-1.8	101	1	0.0	2
CCOC(=O)C1CCN(CCC(=O)Nc2cccc(Cl)c2)CC1	1	-4	2	6	0	-1.0	95	3	0.2	5
O=C(CSc1ncc(-c2ccc(F)cc2)n1Cc1ccco1)Nc1ccc2c(c1)OCO2	-2	-7	-5	-6	14	1.4	96	-2	2.9	-9
CCNC(=O)CCCOc1ccc(Cl)cc1Cl	-6	5	2	-6	7	-2.0	99	2	-0.1	10
Cc1ccc(NC(=O)Cn2nc(C)c(S(=O)(=O)N(C)C)c2C)cc1C	-2	5	6	-8	4	1.7	92	1	-0.2	9
COc1ccc(COC(=O)c2n[nH]c3ccccc23)cc1F	3	6	4	1	-3	7.8	89	-2	-0.2	-1

A section from further up, as a working copy:
SMILES	Exocytosis inh	TLR9-MyD88 inh	ABHD5-PLIN5 inh	NOD2 RIPK2 PPI	MC4R antag cAMP	MC4R ag barr	ABCB6 inh 2	Glyco luc inh	aDG glyco act	Vif imaging
Cc1ccc(NC(=O)Cn2nc(C)c(S(=O)(=O)N(C)C)c2C)cc1C	-2	5	6	-8	4	1.7	92	1	-0.2	9
COc1ccc(COC(=O)c2n[nH]c3ccccc23)cc1F	3	6	4	1	-3	7.8	89	-2	-0.2	-1
